Compound activity as filed in PubChem BioAssay.
Fam108B counter – counter-screen for RBBP9 inhibitors: inhibitors of mouse Fam108B; recombinant Fam108B, FP-Rh probe fluorescence polarization; inhibition, % at 9.51 µM; 0.33% of 300,000 active;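 active = inhibition above the screen mean inhibition plus 3 SD, computed separately per campaign, cut at about 18% in these data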;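 note: inhibitors lower polarization as less probe binds the enzyme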
PME-1 primary – PME-1 (human) inhibition | Q9Y570 | recombinant PME-1, FP-Rh probe fluorescence polarization | inhibition, % at 5.9 µM | 0.53% of 320,000 active | AID 2130;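 active = inhibition above the campaign mean of all compounds plus 3 SD, cut at about 26% in these data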;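 note: competitive labeling of PME-1 active site by serine hydrolase directed probe; 0% = PME-1 with DMSO and 100% = wells lacking PME-1 enzyme; inhibitors block probe labeling so polarization falls and inhibition rises; many of its hits are not listed in these tables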
Target sequence (Q9Y570 whole entry, looked up): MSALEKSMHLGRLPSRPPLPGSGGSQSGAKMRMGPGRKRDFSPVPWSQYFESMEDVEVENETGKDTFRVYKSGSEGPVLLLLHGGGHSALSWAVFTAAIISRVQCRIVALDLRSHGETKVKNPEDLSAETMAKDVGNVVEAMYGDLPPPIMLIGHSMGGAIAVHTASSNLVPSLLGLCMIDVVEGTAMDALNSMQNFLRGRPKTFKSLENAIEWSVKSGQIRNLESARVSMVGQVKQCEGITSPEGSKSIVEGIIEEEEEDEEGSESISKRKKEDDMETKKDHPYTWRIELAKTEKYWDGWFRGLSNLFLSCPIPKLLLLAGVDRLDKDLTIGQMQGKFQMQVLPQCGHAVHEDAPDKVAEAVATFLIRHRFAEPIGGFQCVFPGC
GRK2 inh – blocks RNA aptamer binding to human GRK2 | P25098 | bead flow cytometry, FAM-aptamer displacement from GRK2 | inhibition of aptamer binding, % at 10 µM | 0.59% of 330,000 active | AID 488847;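 active = inhibition of aptamer binding above 40%, roughly 3 SD of noise, on plates passing a quality check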;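 note: median bead fluorescence of bound FAM aptamer so fluorescent compounds give negative values; no value below 0 was filed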
Efflux pump inh – blocks antifungal efflux pumps in multiplex yeast assay. S. cerevisiae Candida pump triplex, Nile Red efflux. inhibition, % at 10 µM. 0.44% of 330,000 active. AID 485275;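 active = plate passing quality check with inhibition over a set limit, or well fluorescence over plate mean plus 4 SD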;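 note: Nile Red retained in pooled yeast measured as flow cytometry median fluorescence; 0% = buffer negative control and 100% = Enniatin B positive control; higher means more Nile Red kept so more efflux inhibition; some compounds called inactive have numbers as strong as hits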
GLD-1 RNA inh – GLD-1-TGE RNA interaction inhibition (C. elegans); Q17339; purified GLD-1 + fluorescein TGE RNA, fluorescence polarization; inhibition, % at 5.96 µM; 0.44% of 320,000 active;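 active = percent inhibition above a per-plate cutoff, the plate mean of test compounds plus 3 SD, cut at about 30% in these data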;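 note: 0% = DMSO wells with GLD-1 and probe and 100% = wells lacking GLD-1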
Target sequence (Q17339 whole entry, looked up): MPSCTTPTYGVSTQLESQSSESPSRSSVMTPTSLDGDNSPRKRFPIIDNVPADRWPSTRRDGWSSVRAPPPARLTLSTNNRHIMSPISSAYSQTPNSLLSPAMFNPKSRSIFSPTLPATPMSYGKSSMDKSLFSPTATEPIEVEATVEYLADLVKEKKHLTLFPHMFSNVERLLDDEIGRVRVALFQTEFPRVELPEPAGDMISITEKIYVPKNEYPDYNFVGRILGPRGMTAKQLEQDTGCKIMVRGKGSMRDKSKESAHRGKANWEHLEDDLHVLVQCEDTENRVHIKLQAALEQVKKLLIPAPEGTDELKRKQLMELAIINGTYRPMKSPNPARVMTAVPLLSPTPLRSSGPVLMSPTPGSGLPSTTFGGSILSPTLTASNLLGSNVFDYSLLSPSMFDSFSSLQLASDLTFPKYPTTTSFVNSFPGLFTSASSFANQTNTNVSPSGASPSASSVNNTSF
VLA-4 inh – inhibition in a human VLA-4 binding assay | P13612 | VLA-4 expressing cells, ligand binding flow cytometry | inhibition, % (about 7 µM as worked out from the volumes in the protocol) | 0.2% of 330,000 active | AID 2557; in the data active = inhibition above about 50%
MEX-5 binding – C. elegans MEX-5 TCR-2 RNA binding activity; MEX-5/FITC-TCR2 RNA binding, fluorescence polarization; active compounds read low; 0.38% of 300,000 active; Q9XUB2; activity score (negative = inhibition of binding), % at 10 µM; AID 1832;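 active = inhibition past about -25% in most replicates, and total fluorescence under double the plate's negative control median, limit read from the data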;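 note: 0% = DMSO and -100% = 5 µM competing unlabeled TCR2 RNA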
Bcl-xL primary – inhibitors of human Bcl-xL. Q07817. GST-Bcl-xL / FITC-Bim BH3 peptide fluorescence polarization. inhibition, % at 10.9 µM. 0.7% of 320,000 active. AID 2129;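 active = inhibition above the mean of all tested compounds plus 3 SD, cutoff set per campaign, cut at about 30% in these data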;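 note: 0% = DMSO wells and 100% = unlabeled Bim-BH3 peptide competitor; inhibitors lower millipolarization by displacing the labeled peptide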
Target sequence (Q07817 whole entry, looked up): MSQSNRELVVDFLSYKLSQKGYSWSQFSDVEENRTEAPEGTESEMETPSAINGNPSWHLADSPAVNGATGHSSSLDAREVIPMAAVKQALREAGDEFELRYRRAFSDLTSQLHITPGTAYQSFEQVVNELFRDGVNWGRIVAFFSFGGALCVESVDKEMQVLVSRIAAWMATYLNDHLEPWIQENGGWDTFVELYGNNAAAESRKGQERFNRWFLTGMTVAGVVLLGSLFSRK
MCL1-BIM inh – inhibitors of human MCL1 binding to BIM-BH3 peptide; Q07820; GST-MCL1 / FITC-Bim-BH3 fluorescence polarization; inhibition, % at 10.9 µM; 0.68% of 320,000 active; AID 2057;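 active = inhibition above the mean inhibition of all tested compounds plus 3 SD, set per campaign, cut at about 40% in these data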;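 note: 0% = DMSO wells and 100% = unlabeled Bim-BH3 peptide control; higher means more loss of mP so more displacement of Bim peptide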
Active calls of the source: *; . = no result given. Only part of the results is shown (hit frequency here may not be typical).

SMILES	Fam108B counter	PME-1 primary	GRK2 inh	Efflux pump inh	GLD-1 RNA inh	VLA-4 inh	MEX-5 binding	Bcl-xL primary	MCL1-BIM inh
Cc1nc2c(C(=O)N3CCC4(CC3)OCCO4)cnn2c(C)c1Cc1cccc(Cl)c1	2	5	1	0.2	4	0	1.6	3	5
CC(=O)N1CCN(c2ccc(N=Cc3c(O)n(-c4ccc(Cl)cc4)c(=O)[nH]c3=O)cc2)CC1	2	8	4	0.0	-2	-2	1.4	0	-1
COc1cccc(C2(C#N)CCN(C)CC2)c1	2	1	5	0.0	-2	4	2.4	-5	-7
Cc1cc(C)cc(NC2=NCCCS2)c1	1	3	0	0.0	3	13	-1.1	-1	-6
Cn1c(=O)c2nncnc2n(C)c1=O	-2	-4	4	0.0	20	0	-7.0	17	14
CC(=O)O[C@@H]1CC[C@]2(C)C3CC[C@]4(C)C(=O)[C@H](O)CC4C3[C@@H](OC(C)=O)C[C@H]2C1 (some centres undefined)	.	.	1	0.0	3	7	.	.	.
CCN(CC)c1ccc(N=Cc2c(O)n(-c3cc(OC)ccc3OC)c(=O)[nH]c2=O)cc1	1	11	0	-0.2	-30	2	-15	-20	-21
Cc1ccc2c(c1)c(=O)c1c3n2CCN(CC2CO2)C3CC1 (centres undefined)	3	4	1	0.5	4	-32	-3.2	19	21
O=C1CC2OCC=C3CN4CCC56c7cc([N+](=O)[O-])ccc7N1C5C2C3CC46 (centres undefined)	3	8	0	0.1	0	19	0.4	4	3
O=c1[nH]c(=S)[nH]c(O)c1N=Nc1ccc(SC(F)F)cc1	0	-3	1	0.5	-12	-6	-4.9	4	-3
CC(C)OP(=O)(OC(C)C)C(NCc1ccccc1)c1ccccc1 (centres undefined)	-1	6	0	-0.1	4	4	1.3	2	-1
Cc1ccc(S(=O)(=O)Cc2ccc(C(=O)N3CCC4(CC3)OCCO4)o2)cc1	-1	2	0	0.2	-3	5	0.0	6	11
CN1C(=O)/C(=C/c2cccn2-c2ccc3ccccc3c2)C(=O)NC1=S	11	2	0	0.1	1	9	-3.3	28	23
C=C(C)Cn1c(=O)n(CC2CS2)c2ccccc21 (centres undefined)	-2	1	12	-0.1	5	9	-0.1	3	4
CC(=Nc1ccc2c(c1)CCC2)c1c(O)n(C2CCCCC2)c(=O)[nH]c1=O	3	2	0	0.2	3	-4	-1.9	2	0
C/C=C1/CN2C3CC1C(CO)(C(=O)OC)C2Cc1c3n(C)c2ccccc12 (centres undefined)	-3	0	0	-0.5	9	9	-3.6	12	16
Cc1cc(OCC(=O)N2C[C@H]3C[C@@H](C2)c2cccc(=O)n2C3)c2c(C)cc(=O)oc2c1	-9	-1	0	-0.2	8	-5	0.1	1	-5
COC(=O)C1=C(c2cc3ccccc3s2)C[C@@H]2CC[C@H]1N2C(=O)N1CCCC1	-5	4	0	-0.1	-1	4	0.9	2	10
NC12CN3CN(CN(C3)C1)C2 (tested in a mixture with another compound)	-1	-6	0	-0.1	6	-7	-3.1	1	1
C[C@]12CCC3C(CCC4=CC(O)CC[C@@]43/C=N/O)C1(O)CCC2C1=CC(=O)OC1 (some centres undefined)	1	4	5	20*	3	-419	-0.3	-1	-1

An excerpt from above in order of SMILES length, high to low.
SMILES	Fam108B counter	PME-1 primary	GRK2 inh	Efflux pump inh	GLD-1 RNA inh	VLA-4 inh	MEX-5 binding	Bcl-xL primary	MCL1-BIM inh
COC(=O)C1=C(c2cc3ccccc3s2)C[C@@H]2CC[C@H]1N2C(=O)N1CCCC1	-5	4	0	-0.1	-1	4	0.9	2	10
O=C1CC2OCC=C3CN4CCC56c7cc([N+](=O)[O-])ccc7N1C5C2C3CC46 (centres undefined)	3	8	0	0.1	0	19	0.4	4	3
Cc1ccc2c(c1)c(=O)c1c3n2CCN(CC2CO2)C3CC1 (centres undefined)	3	4	1	0.5	4	-32	-3.2	19	21
COc1cccc(C2(C#N)CCN(C)CC2)c1	2	1	5	0.0	-2	4	2.4	-5	-7

(cont.)
SMILES	Fam108B counter	PME-1 primary	GRK2 inh	Efflux pump inh	GLD-1 RNA inh	VLA-4 inh	MEX-5 binding	Bcl-xL primary	MCL1-BIM inh
CC1CCN(C(=O)c2ccc(N3CC4CC(C3)c3cccc(=O)n3C4)c([N+](=O)[O-])c2)CC1 (centres undefined)	4	-1	0	-8.3	0	5	0.0	5	5
COc1cc(OC)cc(C(=O)NC(=S)N2C[C@H]3C[C@H](C2)c2cccc(=O)n2C3)c1	0	1	0	-0.4	6	35	1.6	2	7
COC(=O)CC1(Cc2ccccc2)C(=O)NC(=O)NC1=O	-3	-6	0	0.1	9	26	-0.3	8	2
COC(=O)N(c1ccc(OC)cc1)P1(=S)OCCC(C)O1 (centres undefined)	-1	5	1	-0.1	16	19	-0.4	12	10
CCC(=NCc1ccco1)c1c(O)n(-c2ccc(OC)cc2)c(=O)[nH]c1=O	-2	2	5	-0.1	-9	17	2.7	-2	0
CCCn1cc(CN2CCCC(C(=O)c3cccc(OC)c3)C2)c(C)n1 (centres undefined)	3	-1	0	0.0	3	-16	-1.5	7	16
N#CC1=C(N)Oc2c(c(=O)oc3ccccc23)C1c1ccncc1 (centres undefined)	3	0	5	0.1	-5	8	.	1	-2
Oc1c(Br)cc(Br)cc1CN1CCN(Cc2ccccc2)CC1	-3	-1	0	-0.3	6	10	-0.2	7	7
O=C(N/N=C/c1c(O)n(-c2cccc3ccccc23)c(=O)[nH]c1=O)c1ccncc1	2	-1	1	-0.1	-20	-10	4.4	-23	-21
O=c1c2ccccc2nc(-c2ccccc2)n1-c1ccccn1	2	-3	0	0.2	9	5	0.7	-6	-5
C=CCn1c(O)c(C(C)=NCCN2CCN(C(=S)NC)CC2)c(=O)[nH]c1=O	1	-1	4	-0.1	8	7	1.4	-3	1
FC(F)(F)Oc1ccc(NC2=NCCCS2)cc1	0	-1	2	0.0	0	0	-0.8	2	-4
Cc1ccc2c(c1)CC1(CN2C)C(=O)NC(=O)N(c2ccccc2C)C1=O (centres undefined)	0	0	4	0.1	0	6	1.1	7	10
Cc1cc(S(N)(=O)=O)ccc1N=Cc1c(O)n(-c2ccccc2)c(=O)[nH]c1=O	1	0	4	0.0	-4	3	-0.4	1	-8
CCCCC(=O)N/N=C/c1c(O)n(CCCC)c(=S)[nH]c1=O	4	5	0	0.3	-3	6	-2.4	2	-1
CC1(O)C[C@]2(C)N(O)C3CCCC[C@@H]3N2O1 (some centres undefined)	0	5	0	0.0	10	-2	-2.2	1	3
Cc1ccc(C)c(OCC(=O)N2CCCN(C)CC2)c1	-2	0	0	-0.1	10	13	-3.2	6	9
COC(=O)C1=C(c2ccc(F)cc2OCc2ccccc2)C[C@@H]2CC[C@H]1N2C(=O)N1CCCCC1	.	10	2	0.2	8	10	.	2	7
CP(=O)(Nc1ccc(Cl)cc1)c1nc2c(s1)CCCC2 (centres undefined)	0	4	2	0.2	-4	2	0.6	9	-3
CCCCC(=O)N/N=C/c1c(O)n(CCc2ccc(OC)c(OC)c2)c(=O)[nH]c1=O	-1	-2	0	-0.1	6	1	0.4	2	8
CCCn1ncc(C(=O)O)c1C	-1	-4	0	-0.1	3	4	4.1	1	-3
CN(C)C(=O)CSc1nnc([C@@H](N)Cc2ccccc2)o1	1	-1	0	0.1	4	7	-0.1	5	10
C=CCn1c(O)c(C=NCCN2CCOCC2)c(=O)[nH]c1=S	0	0	8	0.0	-6	-5	-1.9	-1	3
Cc1cc(C)c(-n2c(O)c(/C=N/NC(=O)c3ccncc3)c(=O)[nH]c2=O)c(C)c1	-4	-6	0	0.0	5	-7	-13	9	-17
CCCCN1C(=N)C(CC)(CC)C(=O)NC1=O	-6	-4	7	-0.1	7	17	3.3	3	-3
CN1CCN2c3ccccc3CC3(C(=O)N(C)C(=O)N(C)C3=O)C2C1 (centres undefined)	2	5	.	0.1	1	5	0.5	4	2
O=C(OCCN1CCOCC1)C1(c2ccccc2)CCCC1	3	1	0	0.1	-1	2	-1.0	-2	-4
C#CCN1C(=O)C2(C(C#N)=C(N)OC(C)=C2C(=O)OCc2ccccc2)c2ccccc21 (centres undefined)	0	4	0	-0.1	4	9	2.8	8	7
O=C(O)C1(c2ccc(Cl)cc2)CCC1	1	8	0	0.1	-1	1	0.5	-7	-6
C=CCn1c(O)c(N=Nc2c(C)n(C)n(-c3ccccc3)c2=O)c(=O)[nH]c1=S	-2	-2	1	0.4	1	19	10	2	-3
COCCn1cc(C(=O)N2CCC3(CC2)OCCO3)c2c3ccccc3n(C)c2c1=O	1	-2	0	0.1	6	6	3.1	6	2
O=C(COc1ccc2ccccc2c1)N1CCN(Cc2c[nH]c3ccccc23)CC1	6	6	6	0.5	0	2	0.9	5	1
COc1ccccc1OCC(=O)N1CCCC(N(C)Cc2ccccc2)C1 (centres undefined)	1	-8	6	0.1	-1	6	0.9	0	-3
Cc1cccc(N2C(=O)NC(=O)/C(=C\c3ccc(N4CCOCC4)cc3)C2=O)c1	3	0	2	-0.1	-5	7	-1.1	-3	-1
O=C(CCN1CCCCC1)NCC(=O)Nc1ccc(Br)cc1C(=O)c1ccccc1	-2	5	2	-0.1	4	13	3.2	3	5
O=C(NC(=S)N1C[C@H]2C[C@H](C1)c1cccc(=O)n1C2)c1ccc(F)cc1	3	6	3	-0.1	0	-10	2.7	-3	4
C=CCc1cc(C=C2C(=O)NC(=O)NC2=O)cc(OC)c1OCc1ccc(C(=O)O)cc1	1	-7	2	0.1	1	24	0.7	3	-2
CN1CCC2(CC1)N=C(c1ccc(F)cc1)C(=S)N2	6	-3	0	0.0	6	-11	1.3	13	16
CCCCCCN=C(CC)c1c(O)n(CCCC)c(=O)[nH]c1=O	2	3	0	0.2	4	11	-0.1	2	6
COc1ccc(N2CCN(C(CNC(=O)Oc3ccccc3)c3cccnc3)CC2)cc1 (centres undefined)	-1	-2	0	0.9	-3	5	2.3	4	4
CCCCCn1c(=O)c(C(=O)NCc2ccncc2)c(O)c2ccccc21	5	-2	0	0.0	2	-4	1.3	8	0
CCSC1=NN1c1cc(C)nc(N)n1	3	2	0	-0.1	-2	5	0.1	-5	-5
COC(=O)C1=C(c2ccc(F)cc2F)C[C@@H]2CC[C@H]1N2C(=O)NCCOc1ccccc1	.	-4	0	0.2	13	-489	.	11	119*
CCn1cc(C(=O)NCc2ccccc2)c2ccccc21	0	-6	1	0.1	0	0	1.5	4	-10
O=C(CF)NC(NC(=S)Nc1cccc([N+](=O)[O-])c1)C(Cl)(Cl)Cl (centres undefined)	-1	3	3	0.1	1	17	2.1	2	1
CCC(=NCc1ccco1)c1c(O)n(Cc2ccccc2)c(=O)[nH]c1=O	1	5	0	-0.1	1	4	-1.4	2	4
O=[N+]([O-])c1ccc(NC2CCN(Cc3ccccc3)CC2)c2ccncc12	-1	-1	0	-0.3	-8	2	-2.4	-1	-4
Cc1ccc(-n2c(O)c(C=NCCN3CCNCC3)c(=O)[nH]c2=S)cc1	0	-3	0	-0.1	-10	14	2.0	7	6
COCc1cc(OC(=O)N(C)C)nc(-c2ccc(C)c(Cl)c2)n1	1	3	0	-0.1	6	10	0.0	5	-6
O=C1Nc2ccccc2C1Cc1nc2ccccc2c(=O)n1-c1ccccc1 (centres undefined)	-4	-7	3	-0.1	3	4	2.9	2	-1
CC1(C)NC(=O)[C@H]2CCCN21	-1	-1	2	0.1	2	-2	1.5	9	11
